HSF1 inh = HSF1 inhibition; NIH3T3-HGL HSE-luciferase, MG132-induced, luminescence 8 h; stronger effect = lower value; activity change, negative = inhibition, % at 7.5 µM (by protocol); 300,000 tested, 0.77% active;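 active = more than half of replicate wells show activity change below -50%, luminescence cut by over half; inconclusive = some wells, but at most half, below -50%; inactive = no replicate well below -50%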;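 note: luciferase reports HSF-1 transcriptional activity via heat shock element; 0% = median of DMSO wells and -100% = zero luminescence signal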
aSyn UTR inh = MLPCN primary screen, SNCA 5' untranslated region; alpha-synuclein 5'UTR reporter, inhibitor activity; inhibition, % (tested at 7.5 µM); 300,000 tested, 0.82% active; in the data active = inhibition above about 60%; inconclusive = no clear call, values can overlap the other calls;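 note: H4 neuroglioblastoma cells stably carrying SNCA 5'UTR luciferase fusion; 0% = DMSO wells and 100% = positive control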
HIF activator = HIF pathway transcriptional activation; 300,000 tested, 0.32% active; activation, % at 7.5 µM (by protocol); U2OS HRE-luciferase reporter, luminescence; normalized: DMSO 0%, desferrioxamine 100%;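 active = mean activation of at least 10% of the iron chelator positive control signal, with at least half of replicates also reaching 10%; inconclusive = mean and replicate majority disagree about reaching 10%; inactive = mean and most replicates under 10%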
AI-2 QS mod = Vibrio harveyi AI-2 quorum sensing modulation | Vibrio harveyi JMH597 AI-2 luminescence/OD600 ratio, 9 h; stronger effect = lower value; strain lacks LuxN and CqsS sensors; 0 = neutral-control median | activity change, % at 7.5 µM | 300,000 tested, 0.4% active; in the data active = activity change below about -75%, passing the limit was not always enough; inconclusive = no clear call, values can overlap the other calls;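 note: luminescence divided by OD600 gain over 9 h not by final OD600 alone; inactives centre near 13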
HSP90 inh = HSP90 refolding inhibition in rabbit reticulocyte lysate. inhibition, % at 5.6 µM. luciferase refolding luminescence, 3 h. 290,000 tested, 0.91% active;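 active = inhibition above the screen-wide mean plus 3 SD, computed separately per campaign, cut at about 16% in these data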;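 note: 0% = DMSO wells and 100% = 60 µM geldanamycin wells; inhibitors lower the luminescence because luciferase stays unfolded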
IEC-6 cytotox = IEC-6 cytotoxicity, counter-screen for KLF5 inhibitors. 290,000 tested, 0.78% active. inhibition, % at 5 µM. AID 1825. luminescence viability; in the data active = inhibition above about 22%;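 note: 0% = plate median of test compound wells and 100% = cytotoxic reference compound wells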
HDAC3 inhib = inhibitors of human histone deacetylase 3 | O15379 | recombinant HDAC3, fluorogenic peptide/trypsin coupled, fluorescence | inhibition, % at 8.3 µM | 320,000 tested, 0.15% active; in the data active = inhibition above about 26%, passing the limit was not always enough; inconclusive = no clear call, values can overlap the other calls
Target sequence (O15379 whole entry, looked up): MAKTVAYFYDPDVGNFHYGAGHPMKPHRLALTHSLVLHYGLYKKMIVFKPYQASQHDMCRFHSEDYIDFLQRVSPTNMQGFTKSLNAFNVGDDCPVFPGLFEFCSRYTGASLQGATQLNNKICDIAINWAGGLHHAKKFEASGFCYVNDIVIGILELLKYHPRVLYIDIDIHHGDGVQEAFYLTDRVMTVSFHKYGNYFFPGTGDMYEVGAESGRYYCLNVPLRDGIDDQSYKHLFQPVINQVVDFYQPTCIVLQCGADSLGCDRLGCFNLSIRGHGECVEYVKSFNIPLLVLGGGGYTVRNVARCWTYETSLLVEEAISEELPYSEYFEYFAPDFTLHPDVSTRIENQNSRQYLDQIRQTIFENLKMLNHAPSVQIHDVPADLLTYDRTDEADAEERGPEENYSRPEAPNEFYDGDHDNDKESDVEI
HSF-1 act = increases HSF-1 driven luciferase reporter signal; NIH3T3-HGL HSF-1 luciferase reporter, MG132, 8 h; 100% = twice DMSO control signal; activation, % at 9 µM; 300,000 tested, 1.7% active; AID 504408;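 active = mean replicate activation of at least 50% with a set share of replicates each reaching 50%; inconclusive = only one of those two conditions met; inactive = mean below 50% and too few replicates reaching it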;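 note: 0% = median of the neutral control wells and 100% = twice that signal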
Platelet DG rel = modulates dense granule release in human platelets; human platelet-rich plasma, SFLLRN dense granule ATP release, luminescence; inhibition, %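 (compounds screened at 7.5 µM in platelet-rich plasma)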; 300,000 tested, 0.22% active;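 active = mean replicate score, as percent of positive control, at or above 50; inconclusive = mean below 50 but at least one replicate at or above 50; inactive = mean and every replicate below 50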
KLF5 inh = suppresses KLF5 promoter-driven expression; inhibition, % at 5 µM; 290,000 tested, 0.23% active; DLD-1 KLF5 promoter-luciferase reporter, luminescence;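 active = inhibition above a per-plate limit of that plate's mean compound inhibition plus 3 SD, cut at about 60% in these data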;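 note: 0% = DMSO wells and 100% = LY294002 at 200 µM; higher means less KLF5 promoter-driven luciferase light; inactives centre near -14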
* marks the source's active call; other numbers are inactive results; ? = inconclusive; · = not tested or not shown.

Structure,HSF1 inh,aSyn UTR inh,HIF activator,AI-2 QS mod,HSP90 inh,IEC-6 cytotox,HDAC3 inhib,HSF-1 act,Platelet DG rel,KLF5 inh
O=C(CCn1cnnn1)N1CCCC(Nc2ccc(F)cc2)C1 (stereo unspecified),-2,2,-0.1,15,3,3,-3,17,-4,-28
O=C(c1cc2ccccc2o1)N1CCN(Cc2ccccc2)CC1,2,-14,1.5,0,-3,3,7,-12,-13,-16
CC1CC(C)CN(C(=O)c2ccc(NC(=O)c3ccc(=O)[nH]c3)cc2)C1 (stereo unspecified),1,13,0.0,17,0,-2,-2,0,1,-10
CCOC(=O)N1CCC(N2C(=O)c3ccc(C(=O)Nc4cccc(OC)c4)cc3C2=O)CC1,6,-6,0.1,15,-5,-9,-5,10,3,-6
Cc1cccc(C)c1N/C=C/c1onc(C)c1[N+](=O)[O-],-3,25,0.0,11,6,-2,-11,-14,31,-6
CN(C)c1ccc(C(c2nnnn2C(C)(C)C)N2CCN(C(=O)c3ccco3)CC2)cc1 (stereo unspecified),1,3,-0.6,9,0,-2,10,14,-15,-35
Cc1nc2ccccn2c1C(=O)C(=O)Nc1cc(F)ccc1F,2,4,0.9,20,2,3,5,7,10,-8
O=C1CC(N2CCN(Cc3ccc4c(c3)OCO4)CC2)C(=O)N1c1ccccc1 (stereo unspecified),-4,11,-0.1,26,0,-1,-6,4,-3,-29
O=C(NCc1ccccc1)Nc1cccn(Cc2ccc(F)cc2)c1=O,-11,16,-0.5,11,0,-11,-2,-6,-7,-11
CC1CCCCN1CCCNC(=O)Cn1c(=O)c2cccn2c2ccccc21 (stereo unspecified),-4,-6,0.2,2,-3,-7,0,-4,9,-20
CCN(CC)CCNC(=O)c1ccc(NC(=O)C2CCN(c3ncnc4sc(C)c(C)c34)CC2)cc1,-27,-34,0.5,13,-1,-8,1,-26,-5,-39
CCOc1ccccc1N1CCN(CC(=O)NCCc2ccc(S(N)(=O)=O)cc2)CC1,2,7,0.3,2,5,-6,0,-8,-3,-15
CC(=O)Nc1cc(C(=O)N2CCCC2)ccc1Sc1ccc(Cl)cc1,-5,9,0.3,14,2,-3,-3,7,-4,-50
CC(=O)Nc1ccc(NC(=O)CSc2nnc(NC(=O)C3CC(=O)N(c4ccc(F)cc4)C3)s2)cc1 (stereo unspecified),-4,6,-0.1,8,3,6,0,-11,5,-15
CC(C)(C)NC(=O)c1cccnc1Sc1ccccc1,-4,10,0.2,12,-2,3,1,-15,-2,-20
COc1ccccc1C(c1nnnn1C(C)(C)C)N1CCN(Cc2ccncc2)CC1 (stereo unspecified),5,-20,-0.4,17,6,-4,16,3,15,-31
CC(C)=NN1C(c2nonc2N)=NOC1(C)C,-3,-1,-0.1,14,1,-4,-1,11,-2,-33
N/C(Cc1cccs1)=N\OC(=O)COc1ccccc1Cl,21,-174,3.0,14,3,-2,-3,3,7,-45
Cc1cc(C)nc(N2CCN(c3ccc(F)cc3)CC2)n1,0,-5,0.0,22,-2,0,1,1,4,-37
COc1ccc(N2CCN(S(=O)(=O)c3cn(C)c(=O)n(C)c3=O)CC2)cc1,-8,-8,0.1,8,0,-5,-9,-4,3,-19
O=C(COc1cccc(C(F)(F)F)c1)Nc1ccc2[nH]ncc2c1,-4,-29,-0.8,-79*,2,4,-2,-6,-7,-11
Cc1cccc(NC(=S)NCc2ccc3c(c2)OCO3)c1C,8,2,0.2,-1,-1,4,4,-3,12,-24
COc1ccc(S(=O)(=O)N2CCc3ccccc32)cc1NC(C)=O,3,13,1.4,9,1,2,-2,12,0,10
COc1ccc(F)c(CN2CCN(CCc3ccccc3)C(CCO)C2)c1 (stereo unspecified),-7,7,-1.9,16,-5,-4,-5,-2,4,-15
O=C(Cc1c(F)cccc1Cl)Nc1ccncc1,8,3,-0.3,23,-2,0,-2,-3,-4,-14
Cc1ccc(S(=O)(=O)NC2=NCN(CC(=O)O)CN2)cc1,-1,0,0.0,7,-1,-2,-2,7,-4,-8
FC(F)(F)c1ccc(/C=N/NC(=S)NC2CCCCC2)cc1,12,18,2.2,10,-10,-6,-3,27,-3,-48
CCCCOc1ccc(-c2nnn(CCC(=O)N3CCOCC3)n2)cc1,13,-52,0.0,5,1,6,2,32,-6,-58
CCOC(=O)c1ccc(N2C(=O)C3CC=C(C)CC3C2=O)cc1 (stereo unspecified),1,20,0.1,21,4,2,-8,-6,-4,-4
N#Cc1ccccc1NC(=O)COC(=O)CSc1nc2ccccc2o1,-1,-27,-0.2,17,3,2,4,-6,-14,-38
CC(Sc1ncn[nH]1)C(=O)Nc1ccc(Cl)cn1 (stereo unspecified),2,18,2.0,-5,·,·,-3,7,-12,·
CCOC(=O)c1[nH]c2ccc(OC)cc2c1NC(=O)CN1CCc2ccccc2C1,-21,22,-0.2,45,-2,3,-5,-38,7,6
Cc1cccc(NC(=O)C2CCN(C(=O)c3ccco3)CC2)c1C,0,8,2.7,17,4,-5,3,7,-4,-8
CC(=O)N1c2ccccc2NC2=C(C(=O)CCC2)C1c1ccco1 (stereo unspecified),-7,-5,0.2,2,3,-4,8,-7,3,-13
CCN1C(=O)c2ccc(-c3nc4ccccc4c(=O)o3)cc2C1=O,0,-2,-0.3,6,-4,2,-3,-5,-36,-41
COc1ccc(C(c2sc3nc(C)nn3c2O)N2CCN(CCO)CC2)cc1OC (stereo unspecified),-4,5,0.0,6,2,6,·,5,0,-2
CCOc1ccccc1C(=O)NCC(=O)N(C)Cc1cccnc1,-3,-11,0.1,·,3,5,2,3,2,-9
CCOCCCNC(=O)c1ccc(OC)c(OC2CCN(C(C)C)CC2)c1,0,-1,-6.0,1,2,10,3,5,2,-20
Cc1cc2occ(CC(=O)Nc3nccs3)c2cc1C(C)C,-5,2,0.0,11,2,4,0,3,7,-15
Oc1cccnc1SCc1ccccc1,1,-10,-1.7,26,·,·,11,5,3,·
COC(=O)c1c(NC(=O)CCS(=O)(=O)c2ccccc2)sc2c1CCN(C)C2,8,-5,-0.4,10,0,-16,-7,25,8,-26
O=C(c1ccco1)N1CCN(c2ccc(N3CCCCC3)nn2)CC1,11,-133,3.2,14,·,·,·,30,-3,·
CCN1C(=O)c2cccc3c(NC(=O)c4ccc5c(c4)OCCO5)ccc1c23,5,-79,·,26,6,0,2,7,-4,-9
Cc1ccc(CCNS(=O)(=O)c2cnc[nH]2)cc1,1,-4,1.3,22,3,-3,0,7,3,-14
O=C(Nc1sc2c(c1C(=O)c1ccccc1)CCCC2)c1cccnc1,4,44,-0.3,23,-2,-5,-1,19,-3,-19
CCSc1n[nH]c2nc3c(c(=O)n12)C1(CCCCC1)Cc1ccccc1-3,-8,-12,0.2,13,2,-4,-3,4,0,1
CCOc1cc(C(=O)N2CCC(CC3CC(c4ccc(Cl)cc4)=NO3)(C(=O)NCC3CCCCC3)CC2)cc(OCC)c1OCC (stereo unspecified),5,14,-1.6,20,4,3,-4,5,4,-16
CCc1nc(NCCC(C)C)c2nnn(Cc3ccccc3)c2n1,-4,48,2.1,12,4,0,0,4,-7,-22
NC1=NC2(CCC(c3ccccc3)CC2)n2c(nc3ccccc32)N1 (stereo unspecified),-9,-13,0.3,4,-2,-12,6,-4,2,-5
COc1cc(NC(=S)N2CCN(Cc3ccccc3)CC2)cc(OC)c1,-1,-1,-0.5,9,0,-6,2,12,-17,-23

Remaining list, next part:
Structure,HSF1 inh,aSyn UTR inh,HIF activator,AI-2 QS mod,HSP90 inh,IEC-6 cytotox,HDAC3 inhib,HSF-1 act,Platelet DG rel,KLF5 inh
CSCCC(NC(=O)c1cccc([N+](=O)[O-])c1)c1nc2ccccc2[nH]1 (stereo unspecified),1,-9,-0.3,29,7,2,-5,-13,19,13
COC(=O)c1ccc(/C=N/NC(=S)NC(C)C)cc1,·,9,·,-2,4,-2,-2,·,-1,-26
Cc1[nH]c2ccccc2c1C(=O)CN1CC(C)CC(C)C1 (stereo unspecified),-7,5,-0.9,15,-1,-10,-11,2,0,-23
Cc1cccc2cc(C(c3nnnn3CC3CCCO3)N3CCCc4ccccc43)c(=O)[nH]c12 (stereo unspecified),7,4,0.1,19,-2,1,1,10,-7,13
Cc1cc(C(=O)N2CCN(c3ccc([N+](=O)[O-])cc3)CC2)c(C)o1,7,13,-1.6,21,1,2,6,14,7,-10
O=C(N/N=C/c1cccc(OC(=O)c2ccccc2Cl)c1)c1cccnc1,6,18,0.9,12,-1,2,0,1,-4,-34
CCN1CCN(c2nc3c(c(=O)n(C)c(=O)n3C)n2Cc2cccc3ccccc23)CC1,14,-16,-0.1,8,1,0,4,27,-6,-24
Cc1ccc(S[C@@H](CCN2CC[C@H](O)CCC2=O)c2ccccc2)cc1,7,-1,0.4,19,-7,-1,1,19,-8,-14
CC(C)Nc1nc(NC(C)C)nc(Nn2cnnc2)n1,-7,-2,0.0,6,-4,-3,7,6,1,-59
Cc1nn(CCCC(=O)NCCc2ccccc2)c(C)c1[N+](=O)[O-],-2,2,-0.7,18,2,3,-4,-7,3,-28
Cc1ccc2[nH]c(=O)c(CN(C)C(=O)c3ccccn3)cc2c1,-2,-2,-0.1,34,-1,-3,-5,-1,-1,-5
CN(Cc1c(C(=O)N(C)Cc2ccccc2)nc2ccccn12)CC1Cc2ccccc2O1 (stereo unspecified),-14,-10,-0.5,15,-2,1,-9,-13,2,-30
CC(CN1CCN(C)CC1)OC(=O)c1ccccc1 (stereo unspecified),-2,5,0.1,12,-1,-6,8,0,-1,-23
C=C(c1ccccc1O)n1ccnc1,-5,-1,-5.9,32,2,1,3,32,-3,10
CC(C)(C)c1ccc(C(=O)N2CCC3(CC2)NCCc2[nH]cnc23)cc1,-8,3,0.4,0,2,4,6,-8,2,-11
CN1CCC(OC(=O)c2cc3cc(Br)ccc3oc2=O)CC1,-10,-13,0.4,·,-2,2,-3,15,2,-22
O=C(c1ccco1)N1CCN=C1SCc1c(F)cccc1Cl,-4,18,-43,-1,0,2,-2,10,-6,-13
Fc1ccc(CO/N=C2\CCCc3nonc32)cc1,10,-91,2.5,-18,-2,-8,0,19,1,-38
O=C(CSc1nccc(-c2cccs2)n1)Nc1ccc(Cl)cc1,-7,-5,-0.2,18,2,13,·,0,16,-8
CCCN(Cc1ccccc1)C(=S)Nc1ccc(SC(F)F)cc1,-1,5,0.5,12,5,1,·,7,1,-22
C=CCn1c(SCc2csc(C)n2)nc2scc(-c3ccc(C)o3)c2c1=O,26,-6,0.4,11,-1,4,5,?,-16,7
C(=N\N1CCN(Cc2cccc3ccccc23)CC1)/c1cccs1,2,-1,-0.1,17,2,7,7,-5,6,-11
Cc1cc(C)cc(N2C(=O)CSC2c2cccs2)c1 (stereo unspecified),-7,17,1.9,11,7,-2,-1,-5,-4,4

Assay outcomes deposited in PubChem BioAssay by several laboratories.
